EPAC1 ag – agonists of human EPAC1. O95398. EPAC1 agonist qHTS, biochemical assay; response scale: 100% = response to 6.5 mM cAMP. Potency, µM (series often up to 154 µM), inactives show at the top dose activation, hits mostly activators. 360,000 tested, 0.073% active. AID 720707; also: potency is read from the fitted curve at half-maximal effect; nearly all actives have a fitted effect of over 60% in size
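Nucleotide exchange by EPAC1 (100 nM) on Rap1B–BODIPY-GDP (250 nM) in the presence of 50 uM GDP is tracked fluorescently at 480/540 nm over 30 min. Signals are normalized to a 6.5 mM cAMP control.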
PI5P4K alpha inh – blocks human PI5P4K alpha kinase activity; P48426; PI5P4Kalpha enzyme, ADP-Glo luminescence, 60 min; hits give low values; max response, %; 330,000 tested, 1.2% active; active = max response of -50% or lower; inconclusive = between -30% and -50%; inactive = -30% or higher; also: value at the top dose of about 77 µM; % is scaled to controls: 0 for no effect and ±100 for the full control effect
Target sequence (P48426 whole entry, looked up): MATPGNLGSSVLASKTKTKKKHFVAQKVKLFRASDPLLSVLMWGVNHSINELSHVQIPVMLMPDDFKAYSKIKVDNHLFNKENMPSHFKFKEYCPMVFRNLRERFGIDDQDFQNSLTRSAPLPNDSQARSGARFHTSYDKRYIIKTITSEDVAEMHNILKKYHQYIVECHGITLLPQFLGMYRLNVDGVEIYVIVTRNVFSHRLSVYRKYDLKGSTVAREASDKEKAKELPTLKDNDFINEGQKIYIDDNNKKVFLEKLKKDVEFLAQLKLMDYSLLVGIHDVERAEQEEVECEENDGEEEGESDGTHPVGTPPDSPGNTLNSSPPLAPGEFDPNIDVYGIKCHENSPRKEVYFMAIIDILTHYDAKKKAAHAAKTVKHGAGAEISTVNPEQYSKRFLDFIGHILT
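Reactions run in 0.038 M HEPES pH 7.4, 0.28 mM EGTA, 0.1% CHAPS and 5% DMSO, with PI5P4Kalpha, substrate, compound and 5 microM ATP final, one hour at room temperature. Readout is ADP-Glo luminescence.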
IL2 activator – activates IL-2 in a cell-based reporter assay | IL-2 activation reporter assay, cell-based qHTS; stimulated with anti-CD3/CD4/CD28 beads; in transgenic mouse T cells | activation, % (series mostly up to about 46 µM) | AID 652025 | 360,000 tested, 0.065% active; in the data active = activation above about 50%; inconclusive = mostly about 30% to 49%; also: 0% is about no effect
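Readout: EGFP and DsRed signals by fluorescent plate cytometry. Unstimulated transgenic mouse T cells received compound 60 min before antibody-bead stimulation, then incubated 18 h at 37 degrees C.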
EPAC1 antag – antagonists of human EPAC1; EPAC1 GEF assay, Rap1b-BODIPY-GDP exchange fluorescence; Potency, µM (doses to about 115 µM), without a hit: top-dose activity change, negative = inhibition, most hits filed as inhibitors; O95398; 360,000 tested, 0.14% active;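 also: potency is read from the fitted curve at half-maximal effect; plate controls were vehicle for no effect and positive control for full effect; nearly all actives have a fitted effect of over 50% in size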
WRN helicase inh – inhibitors of human WRN helicase; 360,000 tested, 0.46% active; WRN helicase unwinding, fluorescent forked duplex, kinetic; Q14191; Potency, µM (series often up to 114 µM), for the others: at the highest dose activity change, negative = inhibition, actives largely listed as inhibitors; also: potency is read from the fitted curve at half-maximal effect; % is scaled to controls: 0 for no effect and ±100 for the full control effect; nearly all actives have a fitted effect of over 55% in size
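WRN at 20 nM final was preincubated with compound for 15 min at room temperature; reaction started with 100 nM forked duplex oligonucleotide carrying fluorophore and quencher plus 2 mM ATP (final). Unwinding followed kinetically by red fluorescence (ex 525/em 598 nm).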
FUS yeast rescue – FUS proteinopathy suppression in yeast; Potency, µM (doses to about 76.6 µM), for the others: at the highest dose growth rescue (activation), actives largely listed as activators; 390,000 tested, 0.24% active; AID 1347120; S. cerevisiae FUS-expressing, growth rescue, OD600, 24 h;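 also: potency is read from the fitted curve at half-maximal effect; plate controls were DMSO vehicle for no effect and reference control for full effect; nearly all actives have a fitted effect of over 55% in size; some results filed as inactive show a strong effect at the top dose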
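Yeast FUS proteinopathy model; galactose-induced FUS (2%), starting OD 0.005. Cpds in dilution series, 24hr, 30C, 99% humidity. Abs 600 nm growth. Pos ctrl CP55940 (top 92uM final); neg ctrl DMSO.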
Abeta rescue – compounds reversing amyloid beta toxicity in yeast. yeast expressing A-beta42, growth rescue, OD600, 48 h; response scale: 0% DMSO, 100% iron-clioquinol control. Potency, µM (doses to about 46.1 µM), for the others: at the top dose growth rescue, most hits filed as activators. 410,000 tested, 0.063% active. AID 1347071; also: potency is read from the fitted curve at half-maximal effect; nearly all actives have a fitted effect of over 55% in size
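Growth rescue measured by 600 nm absorbance after 48 h yeast culture at 30 C with compound. Values normalized between DMSO and an equimolar ferric chloride plus clioquinol control.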
PLK1 PBD block – blocks phosphopeptide binding to human PLK1 polo-box domain. Plk1 PBD binding of FITC phosphopeptide, fluorescence polarization. Potency, µM, for the others: max response, negative = inhibition, hits mostly inhibitors. 360,000 tested, 2.8% active; also: potency is read from the fitted curve at half-maximal effect; series mostly up to about 57 µM; % is scaled to controls: 0 for no effect and ±100 for the full control effect; nearly all actives have a fitted effect of over 65% in size
Target sequence (P53350 whole entry, looked up, the tested form may be a part): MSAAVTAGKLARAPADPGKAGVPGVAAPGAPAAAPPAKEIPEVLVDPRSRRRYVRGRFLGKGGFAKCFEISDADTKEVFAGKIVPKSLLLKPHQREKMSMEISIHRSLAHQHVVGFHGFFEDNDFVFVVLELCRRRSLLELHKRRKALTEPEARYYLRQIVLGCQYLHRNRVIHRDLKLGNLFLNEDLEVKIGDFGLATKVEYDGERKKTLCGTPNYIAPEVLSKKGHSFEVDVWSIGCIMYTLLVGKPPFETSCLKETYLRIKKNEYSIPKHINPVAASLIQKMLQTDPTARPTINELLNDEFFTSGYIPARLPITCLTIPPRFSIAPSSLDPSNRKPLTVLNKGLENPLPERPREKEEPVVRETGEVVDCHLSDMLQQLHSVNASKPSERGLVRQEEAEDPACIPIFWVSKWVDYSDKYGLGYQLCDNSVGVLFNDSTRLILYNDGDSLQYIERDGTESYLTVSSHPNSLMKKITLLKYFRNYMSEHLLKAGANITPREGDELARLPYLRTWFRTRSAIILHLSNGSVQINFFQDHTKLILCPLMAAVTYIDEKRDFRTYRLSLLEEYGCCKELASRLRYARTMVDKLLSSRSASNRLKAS
* hit, by the source's call; ? = inconclusive; . = no result given; [ ] = another dose, or the depositor's remark. Unless noted, calls follow the shape of the dose curve; as a rule, active = well fitted curve in the direction sought with a large enough effect; inconclusive = small, poorly fitted or top-dose-only effect, or another doubt; inactive = no such curve, though single readings can be large; an effect the other way counts as inactive or inconclusive.

SMILES	EPAC1 ag	PI5P4K alpha inh	IL2 activator	EPAC1 antag	WRN helicase inh	FUS yeast rescue	Abeta rescue	PLK1 PBD block
O=C(c1ccccc1)N1N=C(c2ccccc2)CC1c1ccc2nccnc2c1 (stereo unspecified)	-0.4%	4.3	-2.1	-7.1%	5.4%	.	-7.4%	-10.9%
CCOc1cc(CNCc2cccnc2)ccc1OCC(=O)NC(C)(C)C	1.8%	-2.7	0.9	-5.6%	-34.0%	6.6%	-19.0%	-13.0%
CCC(=O)Nc1ccc(C(=O)Nc2ccc(OC)cc2[N+](=O)[O-])cc1	11.4%	0.9	-0.8	16.7%	-10.7%	-22.8%	29.5%	5.0%
O=C(NCCCNC(=O)c1ccccc1F)c1ccco1	-6.5%	-5.5	-5.0	-14.8%	-25.8%	10.5%	-8.2%	-6.3%
Cc1ccc(C(=O)N/C(=C/c2cccnc2)C(=O)NCc2ccco2)cc1	3.0%	-2.6	-0.1	12.9%	15.6%	.	-16.0%	-4.7%
O=C(Nc1c2c(nn1-c1cccc(Cl)c1)CS(=O)(=O)C2)C1CC1	-11.7%	2.7	-0.2	-3.1%	-14.6%	2.7%	-7.4%	-8.5%
COc1ccc(C(=O)N2CCN(S(=O)(=O)c3ccc(Br)cc3)CC2)cc1	-6.6%	0.7	0.9	8.3%	7.0%	-9.0%	-12.7%	4.2%
COc1c(F)c(F)c(C(=O)O)c(Nc2ccccc2C)c1F	3.3%	.	-2.7	-9.8%	-12.0%	27.7%	4.7%	-17.6%
CCN(C(=O)COC(=O)/C(C#N)=C/c1cc(C)n(CCOC)c1C)c1c(N)n(Cc2ccccc2)c(=O)[nH]c1=O	3.6%	2.7	-3.4	4.8%	-4.7%	.	-4.6%	-13.1%
O=C(NCc1ccco1)c1ccc(Br)c(S(=O)(=O)N2CCCCC2)c1	16.2%	.	4.8	-1.8%	-10.9%[57.1 µM]	15.5%	-2.3%	-6.8%
CC1CCc2nn(CC(=O)NC3CCCC(C)C3C)cc2C1 (stereo unspecified)	-8.3%	-0.5	-1.2	-4.5%	-2.9%	-7.7%	26.6%	?
O=c1cc(-c2ccco2)oc2ccc(Cl)cc12	9.5%	7.1	-1.8	4.4%	-18.7%	.	9.6%	-7.5%
COc1ccc(CCN2CC(C(=O)OC(C)C(=O)Nc3cccc(Cl)c3)CC2=O)cc1OC (stereo unspecified)	-1.9%	-0.9	0.5	-9.2%	2.1%	8.2%	-11.4%	-2.0%
Cc1cccc(C(=O)NC(NC(=S)Nc2ccc(S(N)(=O)=O)cc2)C(Cl)(Cl)Cl)c1 (stereo unspecified)	4.2%	3.0	0.1	-18.0%	-2.7%	.	1.3%	-0.9%
O=C(c1cnccn1)N1CCN(S(=O)(=O)c2ccc3ccccc3c2)CC1	2.5%	1.0	-0.1	3.5%	12.4%	9.3%	-5.5%	-3.2%
COc1ccc(CCC(C)Nc2cccc(C)c2)cc1 (stereo unspecified)	5.4%	.	-0.3	-1.9%	-1.3%	16.4%	8.5%	-0.5%
Brc1ccc(-c2nnc(-c3ccccc3)o2)o1	-2.2%	.	-1.2	2.1%	-0.6%	2.0%	-15.6%	-9.4%
CCn1cc(C2CC(=O)NC2=O)c2ccccc21 (stereo unspecified)	13.8%	-1.5	-0.7	-7.1%	1.4%	13.1%	-6.4%	-10.5%
Cc1cc(C(=O)OCC(=O)NC2CC2)ccc1[N+](=O)[O-]	11.2%	-1.8	0.1	-5.5%	2.0%	.	-9.5%	-14.1%
C(=N\N(c1ccccc1)c1ccccc1)/c1ccc2c(c1)OCO2	11.7%	.	-3.4	3.0%	-8.9%	30.0%	10.0%	-4.8%
O=S(=O)(NCc1ccccc1)c1ccc(S(=O)(=O)N(Cc2cccs2)CC2CCCO2)cc1 (stereo unspecified)	13.4%	.	1.4	2.0%	7.2%	46.3%	4.7%	-4.3%
Cc1cc(N)nc(C)c1C#N	4.0%	1.0	0.1	-11.4%	1.0%	-32.4%	-12.8%	-8.5%
COc1ccccc1C1SCCN1S(=O)(=O)c1cccc(C(F)(F)F)c1 (stereo unspecified)	12.1%	.	-1.7	-14.9%	-17.7%	18.8%	2.1%	-0.2%
Cc1cccc(CN2CCN(c3ncccn3)CC2)c1	2.8%	-1.1	2.2	-18.3%	-12.4%	-6.5%	-3.2%	-1.4%
COC(C(=O)N1CCC(n2nccc2NC(=O)C2CC2)CC1)c1ccccc1 (stereo unspecified)	9.3%	8.6	-1.9	-21.5%	-4.8%	-7.3%	8.0%	0.1%

Taken from above.
For Abeta rescue, COC(C(=O)N1CCC(n2nccc2NC(=O)C2CC2)CC1)c1ccccc1 (stereo unspecified) reads 8.0%
For PLK1 PBD block, COc1ccc(CCN2CC(C(=O)OC(C)C(=O)Nc3cccc(Cl)c3)CC2=O)cc1OC (stereo unspecified) reads -2.0%

Other results.
SMILES	EPAC1 ag	PI5P4K alpha inh	IL2 activator	EPAC1 antag	WRN helicase inh	FUS yeast rescue	Abeta rescue	PLK1 PBD block
O=C(CCS(=O)(=O)c1ccccc1)Nc1ccccc1-c1nc2ccccc2s1	1.6%	2.6	-2.5	9.9%	-4.1%	-17.8%	-10.5%	-5.3%
CCOc1ccc(CN(C(=O)c2cccs2)C2CCS(=O)(=O)C2)cc1 (stereo unspecified)	10.9%	1.5	-0.5	-14.7%	5.0%	2.2%	-5.7%	-5.1%
CCN(C(=O)Cc1cccs1)c1nnc(-c2cccnc2)s1	0.0%	6.3	1.7	-22.0%	-2.6%	37.5%	8.3%	-2.6%
O=c1cc(-c2ccccc2)oc2ccc(Br)cc12	-11.4%	5.7	0.5	-14.6%	-6.7%	-14.0%	-9.8%	2.8%
O=C(CN1CCc2[nH]c3ccccc3c2C1)N1CCCCC1	-8.1%	8.2	-2.8	-3.8%	-9.5%	-27.9%	15.1%[9.22 µM]	1.7%
O=C(NC(Cc1ccccc1)C(=O)O)c1ccccc1 (stereo unspecified)	-0.4%	0.0	-1.3	12.4%	4.8%	-41.6%	11.7%[9.22 µM]	3.0%
O=C(CSc1nc(C(F)(F)F)cc(=O)[nH]1)N1CCCC1	23.6%	-6.4	0.0	-4.2%	-16.1%	26.6%	-9.8%	-14.7%
OC(c1ccc(Cl)cc1Cl)C(Cc1cccnc1)n1cncn1 (stereo unspecified)	2.0%	.	2.5	9.8%	11.8%	25.5%	17.5%	-2.1%
O=C(Nc1ccc2c(c1)S(=O)(=O)N=C1CCCCCN12)c1ccccc1Cl	2.8%	7.6	3.0	-8.8%	-7.3%	-4.7%	2.7%	6.3%
COc1ccc2c(c1)C(C)=CC(C)(C)N2C(=O)C(C)N1C(=O)c2ccccc2C1=O (stereo unspecified)	6.0%	.	-0.4	1.6%	-5.9%	12.6%	11.5%	-11.0%
Cc1cc(=O)oc2c(CN3CCC(C)CC3)c(O)c(Cl)cc12	-6.4%	?	-0.5	7.0%	?	.	-16.4%	-22.9%
CC(Sc1nnc(-c2cccs2)n1N)C(=O)NCC1CCCO1 (stereo unspecified)	-8.5%	1.5	-2.4	-4.1%	-2.7%	16.1%	1.1%	-1.5%
COCCNC(=S)NNC(=O)c1ccco1	6.3%	.	-3.1	11.1%	-1.0%	-0.3%	-4.2%	-6.5%
Cc1ccc(S(=O)(=O)Nc2ncnc3ccccc23)cc1	-1.2%	0.7	-3.8	?	-23.6%	13.6%	-7.9%	-1.5%
Nc1cc(N)nc(SCC(=O)Nc2cc(S(=O)(=O)N3CCOCC3)ccc2Cl)n1	7.4%	-7.9	-4.6	-6.5%	-13.6%	.	-7.6%	-15.5%
COc1ccc(CC2(C)OC(c3ccc([N+](=O)[O-])cc3)=NN2C(C)=O)cc1 (stereo unspecified)	-0.2%	-6.7	-3.1	-10.3%	-7.3%	28.2%	-14.9%	1.2%
Cc1cccc(C)c1-n1nnnc1C(c1cc2ccccc2o1)N1CCN(C/C=C/c2ccccc2)CC1 (stereo unspecified)	-3.0%	17.9	-0.8	-23.2%	-7.4%	39.3%	8.9%	5.6%
COc1ccc(OC)c2sc(N(CCN(C)C)C(=O)/C=C/c3cccs3)nc12	-22.8%	2.6	-0.8	?	-13.7%	24.6%	-21.6%	-10.8%
CCn1c(SCC(=O)Nc2ccccc2)nnc1C1CCCCC1	-5.3%	-1.4	-0.2	4.6%	1.1%	-16.8%	28.0%	-5.0%
O=C(O)COCC(=O)NCc1csc2ccccc12	2.5%	0.4	-4.1	10.0%	-3.5%	-12.7%	-0.4%	-1.4%
Clc1cccc(CN2CCc3c([nH]c4ccccc34)C2)c1	1.7%	12.2	-2.6	?	-9.1%	17.6%	-4.5%	26.7µM*
CCOc1ccccc1NC(=O)C(=O)/C=C(\O)c1cc(OC)ccc1OC	0.0%	-9.5	-1.5	0.0%	-0.9%	42.2%	-12.4%	21.2µM*
COc1ccc(OC)c(S(=O)(=O)N2CCC(C(=O)Nc3cccc(C)c3)CC2)c1	7.5%	.	-3.1	7.5%	-5.8%	5.7%	10.5%	0.4%
COc1cc(-c2cc(NC=O)c3ncc(-c4cccc(C(=O)N(C)C)c4)n3c2)cc(OC)c1OC	-7.2%	-16.4	-0.4	2.8%	?	19.3%	-13.0%	-5.6%
CCNC(=O)C(=O)N1CCC2(CC1)OCCN2S(=O)(=O)c1ccc(C)cc1	-36.4%[inhibitor]	4.2	-0.9	-4.1%	-6.8%	-5.3%	24.0%	0.7%
CC1=CC(=O)N(c2ccc(C)cc2)C1c1ccc(Cl)cc1 (stereo unspecified)	5.7%	-1.8	-0.8	-15.9%	-31.4%[57.1 µM]	14.0%	7.6%	-4.9%
O=C(Cc1ccc([N+](=O)[O-])cc1)N1CCCCCC1	9.1%	-3.4	2.5	12.2%	-2.0%	36.4%	-4.1%	-19.4%

Part of the list above, with two lines to a compound:
Order of results: EPAC1 ag | PI5P4K alpha inh | IL2 activator | EPAC1 antag | WRN helicase inh | FUS yeast rescue | Abeta rescue | PLK1 PBD block
COc1ccc(OC)c(S(=O)(=O)N2CCC(C(=O)Nc3cccc(C)c3)CC2)c1
  7.5% | . | -3.1 | 7.5% | -5.8% | 5.7% | 10.5% | 0.4%
COc1cc(-c2cc(NC=O)c3ncc(-c4cccc(C(=O)N(C)C)c4)n3c2)cc(OC)c1OC
  -7.2% | -16.4 | -0.4 | 2.8% | ? | 19.3% | -13.0% | -5.6%
CCNC(=O)C(=O)N1CCC2(CC1)OCCN2S(=O)(=O)c1ccc(C)cc1
  -36.4%[inhibitor] | 4.2 | -0.9 | -4.1% | -6.8% | -5.3% | 24.0% | 0.7%
CC1=CC(=O)N(c2ccc(C)cc2)C1c1ccc(Cl)cc1 (stereo unspecified)
  5.7% | -1.8 | -0.8 | -15.9% | -31.4%[57.1 µM] | 14.0% | 7.6% | -4.9%

Screening data: PubChem, National Center for Advancing Translational Sciences (NCATS)
